Screens (PubChem)
m-calpain inh = calpain II (pig) inhibition | purified calpain II, fluorogenic peptide substrate, 30 min | inhibition, % at 16 µM | hit rate 0.37% among 220,000 | AID 1236;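 active = inhibition above about 50%, limit read from the data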
S1P4 antag = human S1P4 receptor antagonism; O95977; S1P4-expressing cells, antagonist mode, reporter read-out; inhibition, % at 4.98 µM; hit rate 0.26% among 220,000; AID 1510; in the data active = inhibition above about 29%;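 also: 0% = wells stimulated with agonist and 100% = vehicle wells without agonist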
BaF3 parental = counter-screen for JAK2V617F inhibitors: parental Ba/F3 viability inhibitors; CellTiter-Glo ATP luminescence; inhibition, % at 5.6 µM; hit rate 1.1% among 220,000; AID 1486;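 active = inhibition above a per-campaign cutoff, the mean inhibition of all tested compounds plus 3 SD, cut at about 27% in these data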;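 also: 0% = DMSO wells and 100% = JAK Inhibitor I control wells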
S1P4 ag = agonists of human S1P4 receptor | O95977 | S1P4-expressing cell line, agonist reporter assay | activation, % at 4.98 µM | hit rate 0.35% among 220,000; in the data active = activation above about 11%;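 also: 0% = DMSO vehicle and 100% = reference agonist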
TRPML3 agonist = activates the human TRPML3 channel; Q8TDD5; HEK293 TRPML3-YFP, Fluo-8 calcium fluorescence; 100% = the carbachol control signal; activation, % at 3 µM; hit rate 0.29% among 220,000; AID 1448;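 active = activation above its plate's cutoff, the mean activation of the plate's test wells plus 3 SD, cut at about 12% in these data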;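 also: 0% = DMSO only wells and 100% = carbachol wells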
Target sequence (Q8TDD5 whole entry, looked up): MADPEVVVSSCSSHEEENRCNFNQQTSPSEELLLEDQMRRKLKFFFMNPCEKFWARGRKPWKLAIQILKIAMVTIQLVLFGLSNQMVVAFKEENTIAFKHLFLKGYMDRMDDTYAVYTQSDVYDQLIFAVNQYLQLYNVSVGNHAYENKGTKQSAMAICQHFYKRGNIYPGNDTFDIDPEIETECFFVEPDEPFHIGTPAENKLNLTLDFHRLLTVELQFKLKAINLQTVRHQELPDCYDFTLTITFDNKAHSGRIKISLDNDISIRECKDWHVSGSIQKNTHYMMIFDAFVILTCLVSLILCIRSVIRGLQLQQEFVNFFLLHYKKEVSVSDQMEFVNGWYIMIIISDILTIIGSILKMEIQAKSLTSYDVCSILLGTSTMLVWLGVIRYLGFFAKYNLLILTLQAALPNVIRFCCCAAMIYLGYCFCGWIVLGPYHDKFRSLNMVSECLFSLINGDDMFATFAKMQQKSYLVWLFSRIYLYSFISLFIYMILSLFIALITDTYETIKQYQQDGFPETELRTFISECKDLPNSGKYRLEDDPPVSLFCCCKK
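Test system – HEK293 line with stable expression of human TRPML3-YFP channel · Control set – carbachol 87 µM final as high control (100%), DMSO as low control (0%) · Signal – Fluo-8 calcium dye fluorescence, ex 470-495, em 515-575 nm · Incubation – 1-h 37 °C dye load, 5-s basal, 120-s post-compound reads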
EP2 modulator = EP2 receptor (human) modulation. P43116. EP2-expressing cells, cAMP HTRF FRET, PGE2 co-stimulation. induction, % at 25 µM. hit rate 0.83% among 260,000;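 active = compounds whose cAMP rise, as percent of the full-agonist control response, exceeds 60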;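 also: rat C6 glioma line stably carrying human EP2 under a CMV promoter; the protocol text gives 20 µM as final concentration; 100% = response of wells given 1 µM PGE2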
Target sequence (P43116 whole entry, looked up): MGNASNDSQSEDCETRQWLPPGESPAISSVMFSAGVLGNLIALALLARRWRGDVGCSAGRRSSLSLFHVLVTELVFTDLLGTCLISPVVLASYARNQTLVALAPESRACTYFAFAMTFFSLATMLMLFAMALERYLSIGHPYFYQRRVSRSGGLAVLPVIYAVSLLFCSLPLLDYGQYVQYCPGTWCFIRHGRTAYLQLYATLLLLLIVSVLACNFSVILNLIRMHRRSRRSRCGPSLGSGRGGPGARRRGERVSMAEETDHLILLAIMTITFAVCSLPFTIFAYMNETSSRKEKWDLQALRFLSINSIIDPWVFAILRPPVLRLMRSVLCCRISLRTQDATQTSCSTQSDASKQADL
PERK inhibitor = blocks human PERK kinase; Q9NZJ5; CHO PERK-DD fusion, SEAP luminescence translation reporter; inhibition, % at 5.6 µM; hit rate 0.17% among 220,000; AID 1416;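 active = inhibition above the mean inhibition of all tested compounds plus 3 SD, set separately per screening campaign, cut at about 2.9% in these data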;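 also: PERK kinase domain activated by AP20187 dimerizer at 100 nM; 0% = DMSO with dimerizer and 100% = rapamycin at 8.4 µM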
zfTRPN1 agonist = zebrafish TRPN1 (NompC) channel agonism; activation, % at 3 µM; HEK293 zebrafish TRPN1-YFP, Fluo-8 calcium fluorescence; 100% = response to 87 µM carbachol; hit rate 0.18% among 220,000;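 active = activation above its plate's cutoff, the mean activation of test wells on that plate plus 3 SD, cut at about 19% in these data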;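 also: 0% = DMSO alone and 100% = 87 µM carbachol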
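Assay system: Zebrafish TRPN1-YFP in HEK293 cells | Incubation: Dye loading 1 h at 37 °C, then 30 min room temperature | Measured by: Kinetic Fluo-8 fluorescence, ex 470-495, em 515-575 nm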
Ba/F3 V617F tox = loss of viability in JAK2V617F-driven Ba/F3 cells. Ba/F3 EpoR-JAK2V617F viability, ATP luminescence. inhibition, % at 5.6 µM. hit rate 1.1% among 220,000. AID 1446;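 active = inhibition above the campaign mean plus 3 SD over all tested compounds, cut at about 24% in these data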;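 also: cytokine-independent growth of Ba/F3 cells driven by EpoR plus mutant JAK2; 0% = DMSO-treated cells and 100% = JAK inhibitor I control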
The depositor's hits bear a star; · = no result given; & = joins results of further samples.

Second line of a record – m-calpain inh	S1P4 antag	BaF3 parental	S1P4 ag	TRPML3 agonist	EP2 modulator	PERK inhibitor	zfTRPN1 agonist	Ba/F3 V617F tox
1. CC(C)N1C(=O)C2ON(c3ccccc3)C(c3cccs3)C2C1=O (configuration not stated)
→ 20.0	5.0	7.4	-0.3	-0.8	21.4	0.1	-2.2	6.5
2. CCCC(CCC)C(=O)NC1CCN(Cc2ccccc2)CC1
→ -5.3	-21.2	1.0	-2.3	-0.4	-4.7	0.1	-0.1	-0.4
3. O=C(NCC(c1ccc(F)cc1)N1CCOCC1)c1cc(F)c(F)c(F)c1F (configuration not stated)
→ 4.4	6.5	0.4	0.4	-1.4	2.3	0.0	-2.4	2.3
4. Cc1ccc(/C=C(\C#N)C(=O)Nc2c(C)cccc2C)s1
→ -17.5	4.2	4.4	-2.0	0.0	-8.8	-0.7	-0.1	-1.3
5. CCOc1ccc(NC(=O)C2CCN(C(=O)NC3CCCCC3)CC2)cc1
→ -6.2	2.2	3.1	-3.7	0.5	4.9&15.1	0.0	-0.6	0.9
6. COc1cccc(-n2c(C)nc3cc(C(=O)O)ccc32)c1
→ -2.0	0.6	7.7	-2.6	0.4	8.7	-0.4	-0.5	0.1
7. C=CCOC(=O)C1=C(C)NC(=O)NC1c1ccc(OC(=O)c2ccco2)c(OC)c1 (configuration not stated)
→ -22.4	15.7	-3.0	-0.1	-1.6	16.7	1.7	-2.1	-3.5
8. COc1ccccc1C1C(C(=O)NCc2ccccc2)=C(C)Nc2ncnn21 (configuration not stated)
→ -94.5	-12.4	-0.9	-1.0	1.2	24.3	0.0	0.1	-2.6
9. COc1ccccc1NC1=NCC(=O)N1Cc1ccccc1
→ -1.4	-17.6	1.8	0.4	-0.3	21.9&-10.3	-1.1	0.2	-0.6
10. C/C(=N\NC(=O)COc1ccc(C(C)(C)C)cc1)c1ccc(-n2ccnc2)cc1
→ 25.8	-10.6	6.8	1.2	-0.2	-5.6	0.1	4.0	1.0
11. COc1cccc(/C=N\NC(=O)C2=NNC(=O)C2C)c1O (configuration not stated)
→ 3.4	-33.8	2.5	3.6	0.7	6.7	0.5	-0.2	-3.4
12. COC(=O)c1sccc1OC(C)C(C)=O (configuration not stated)
→ 7.0	4.4	-1.4	1.7	0.1	10.1	-0.6	0.8	-0.2
13. O=C(NNc1nc(-c2ccccc2)cs1)c1ccccc1
→ 29.6	6.4	-4.0	-1.8	-1.2	13.3	-0.1	-1.0	-2.5
14. CN(C)S(=O)(=O)c1cccc(NC(=O)COC(=O)/C=C/c2cccs2)c1
→ -22.1	-17.9	5.2	-0.4	2.1	-14.4	0.7	3.7	0.9
15. CC(C)c1ccc(NC(=O)C2CCCN(S(=O)(=O)c3cnc[nH]3)C2)cc1 (configuration not stated)
→ 10.2	-4.5	10.8	0.9	-0.2	-5.0	0.8	0.8	1.5
16. O=C(NCc1ccccc1)C1CCCN(C(=O)Nc2ccccc2)C1 (configuration not stated)
→ 14.2	8.0	0.7	0.2	0.5	-0.3	0.8	0.2	-0.6
17. COc1ccc2c(c1)N(C)C(=O)CC(c1ccccc1)=N2
→ 1.7	5.1	1.8	1.8	0.0	21.8	0.8	-0.3	1.4
18. c1ccc(Cc2cc[n+](Cc3ccccc3)cc2)cc1
→ -3.4	-9.8	71.7*	2.4	-0.2	27.3	-0.2	-0.8	52.6*
19. COc1ccc(-c2coc3cc4oc(=O)cc(-c5ccccc5)c4cc23)cc1F
→ -21.1	-19.4	5.4	3.2	0.2	31.3	0.9	0.0	1.1
20. CC1=C(C(=O)OCC2CCCO2)C(c2ccccc2)NC(=O)N1 (configuration not stated)
→ -7.3	1.9	-0.2	-0.8	0.5	20.0	0.4	1.6	-1.4
21. NNC(=O)c1ccc(Oc2cc(Cl)cc(Cl)c2)o1
→ 14.3	-6.1	3.3	0.1	0.1	-41.1	0.8	-0.1	-7.6
22. CCOc1ccc2nc(N3CCC(C(=O)N4CCN(C5CCCCC5)CC4)CC3)sc2c1
→ -22.1	-10.4	6.5	2.0	4.1	-4.0	-0.5	6.5	4.2
23. Cc1ccc(CCN2CC(C(=O)NCCCN(C)Cc3ccccc3)CC2=O)cc1 (configuration not stated)
→ -3.5	-14.6	1.4	-0.6	0.1	3.9	0.1	2.1	-1.0
24. COc1cccc2c3c(c(C)nc12)CCN3c1ccccc1
→ -55.4	-3.6	-2.9	-0.5	-0.2	-44.0	-0.5	-0.2	15.0
25. CNC(=O)CS(=O)(=O)CC(=O)Nc1cc(OCCOC)c(Cl)cc1Cl
→ -18.2	5.6	6.0	-0.1	0.4	13.4	1.0	1.1	-0.8
26. CCCC(=O)Nc1ccc(Cl)c(NC(=S)NC(=O)C(C)C)c1
→ -4.5	-21.7	2.6	-1.4	1.4	-28.6	0.0	1.0	1.6
27. CCCOCC1CC(CCc2nc(=S)[nH][nH]2)C(=O)O1 (configuration not stated)
→ -3.8	1.1	4.1	2.2	0.8	31.8	1.8	0.8	-1.0
28. Cc1c(C(=O)N2CCCCC2)sc(NC(=O)C23CC4CC(CC(C4)C2)C3)c1C#N
→ ·	-16.7	-2.0	3.1	0.1	·	1.9	-0.5	-3.3
29. O=C(Nc1ccccc1C(=O)N1CCOCC1)c1ccc(CSc2ccccc2)cc1
→ 3.6	-10.1	17.0	-0.6	-0.2	-26.1	1.2	0.6	3.1
30. CC1CC(C)CN(CCOc2cccc(Cl)c2Cl)C1 (configuration not stated)
→ 20.6	9.6	4.5	-1.0	0.5	-6.2	-0.2	0.7	3.7
31. COc1ccc(-c2nc(-c3cccc(C)c3)nc(N3CCN(C)CC3)c2C#N)cc1
→ -57.5	5.8	2.2	-2.5	1.1	18.0	-0.8	0.7	3.6
32. Cc1cccc(N(CC(=O)NC(C)(C)C)C(=O)CNC(=O)c2cccs2)c1C
→ -12.1	-11.8	3.6	2.0	1.3	-26.9	-0.4	0.6	0.1
33. CCN(CC)Cc1nc2sc(C)c(C)c2c(=O)[nH]1
→ -19.7	-2.4	7.2	2.2	-0.1	26.0	1.1	1.2	-0.3
34. O=C(NCCc1ccccc1)C1CCC(Cn2c(=O)c3ccccc3n(Cc3cccnc3)c2=O)CC1 (configuration not stated)
→ -41.4	-16.1	5.9	0.7	0.1	10.3	-1.4	-3.0	3.1
35. O=C(Cn1cnc2cc([N+](=O)[O-])ccc2c1=O)NC(c1ccccc1)c1ccccc1
→ -3.6	-8.3	6.5	0.4	0.1	-9.5	-0.6	1.6	1.7
36. COc1ccc(N(C(C)=O)C2C=CS(=O)(=O)C2)c(OC)c1 (configuration not stated)
→ 6.3	3.9	6.0	0.9	1.4	-14.1	1.0	0.2	0.0
37. CC(=O)N(c1ccc(Cl)cc1)c1nc(C)cc(C)c1C#N
→ -27.5	-18.2	-1.7	1.8	0.0	25.4	-0.2	-1.3	-3.7
38. Cc1nn(C)c(C)c1S(=O)(=O)N1CCC(C(=O)Nc2ccc3c(c2)OCCO3)CC1
→ 16.5	-18.5	1.9	1.5	-0.1	-17.4	0.1	0.1	-2.7
39. CN(C)c1nc(N)c2ncc(=S)[nH]c2n1
→ -171.4	-2.2	9.4	-1.1	0.4	15.9	-0.7	0.5	0.9
40. CC(Cl)C(=O)NNC(=O)CNS(=O)(=O)c1ccccc1 (configuration not stated)
→ -0.6	-0.7	-2.9	-3.3	-1.1	16.1	1.3	-1.7	-6.2
41. O=c1cc(CN2CCN(S(=O)(=O)/C=C/c3ccccc3)CC2)c2ccc(O)cc2o1
→ -445.4	-12.3	9.6	0.1	0.2	-22.0	-0.4	-1.1	2.9
42. CCn1cc(C(=O)N2CC(C)CC(C)C2)c(=O)c2cc(S(=O)(=O)N3CCOCC3)ccc21 (configuration not stated)
→ -49.3	-5.8	4.7	-1.4	1.3	-2.9	1.1	1.0	-1.1
43. CCc1nn2cc(-c3ccccc3)nc2s1
→ 3.5	-3.4	4.5	0.2	-0.6	-13.2	-0.3	-1.6	-2.1
44. CCOc1ccc(-c2nnn(CC(=O)NCc3cccs3)n2)cc1
→ -0.3	-10.1	2.4	-0.2	-0.3	-34.1	0.6	0.1	3.4
45. CCCCC(=O)NS(=O)(=O)c1ccc(N=NN2CCOCC2)cc1
→ 25.6	-8.9	5.4	-0.6	0.1	18.8	-0.2	1.3	-0.9
46. CCOc1ncccc1C(=O)Nc1ccc(F)c(Cl)c1
→ 18.4	-0.6	6.4	-0.8	-0.1	26.8	-0.5	-1.5	0.5
47. CCN1CCN(CCc2nc3cc([N+](=O)[O-])ccc3n2C)CC1
→ -27.8	-6.4	-7.8	1.7	-0.1	-4.4	1.2	0.2	-2.3
48. O=C(CSc1nc(-c2ccccc2)nc2c1Cc1ccccc1O2)Nc1ccc(C(=O)O)cc1
→ 43.1	-1.9	0.6	1.0	0.6	34.9	1.0	-0.9	-5.2
49. COc1ccccc1N1CCN(C(=O)c2cn(-c3ccccc3)nc2-c2cccnc2)CC1
→ -2.8	-7.5	10.3	0.0	-0.6	-34.5	-0.9	0.7	-0.7
50. CCOc1ccc(NS(=O)(=O)c2ccc(NC(=S)NC(=O)CC(C)C)cc2)cc1
→ 52.1*	19.6	7.2	0.2	3.1	-33.6	-1.7	6.8	2.4
51. CCOC(=O)C1=C(c2ccccc2)N(C)C(=O)NC1c1ccc(OC(F)F)c(OC)c1 (configuration not stated)
→ -2.2	4.1	4.1	1.0	-2.0	13.0	-1.4	-2.1	-2.5
52. CC(C)(C)C(=O)CNS(=O)(=O)c1ccc(S(=O)(=O)NC2CCCC2)cc1
→ 14.9	-22.6	3.2	-2.0	1.8	-22.8	0.3	4.6	-1.1
53. Cc1sc(NC(=O)C2CCCC2)c(C#N)c1C
→ -9.9	-22.3	0.1	0.6	0.5	16.6	-0.4	-0.1	0.3
54. CC1(C)c2ccccc2N2CCC(=O)NC21/C=C/c1ccco1 (configuration not stated)
→ -17.0	-6.9	-1.2	0.1	1.7	0.4	0.1	2.0	-2.3
55. O=C(N/N=C\c1ccc(O)c([N+](=O)[O-])c1)c1ccccc1-n1cccc1
→ 32.7	-26.3	0.6	15.8*	0.4	-23.5	-0.1	-1.8	-5.4
